BoNT-A LC inh2 – inhibitors of Botulinum neurotoxin A light chain protease; inhibition, % at 10 µM; multiplex microsphere protease substrate cleavage, flow cytometry; 360,000 compounds, 0.17% hits; also: plate controls were buffer without enzyme for full effect and enzyme alone for no effect
MazEF act – increases E. coli MazEF RNase cleavage of RNA; P0AE70; FAM/BHQ RNA-DNA oligo cleavage fluorescence, 5 h; activation, % at 20 µM; 350,000 compounds, 0.32% hits; AID 504720; in the data active = activation above about 50%
Target sequence (P0AE70 whole entry, looked up): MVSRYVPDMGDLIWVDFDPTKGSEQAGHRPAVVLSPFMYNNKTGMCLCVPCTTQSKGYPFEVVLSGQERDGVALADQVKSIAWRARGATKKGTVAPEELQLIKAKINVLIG
Anthrax LF prot – blocks Bacillus anthracis lethal factor protease; P15917; multiplex microsphere protease cleavage assay, LF; inhibition, % at 10 µM; 360,000 compounds, 0.12% hits; also: plate controls were buffer without enzyme for full effect and enzyme alone for no effect
CCHFV vOTU inh – CCHFV vOTU protease inhibition. Pep-AMC fluorescence. inhibition, % at 11.5 µM. 370,000 compounds, 0.55% hits. AID 651958; in the data active = inhibition above about 30%; also: 0% = vehicle wells with enzyme and 100% = no enzyme wells
DUSP3 inh – inhibitors of human VHR1 phosphatase (DUSP3); inhibition, % at 13.3 µM; recombinant VHR phosphatase, pNPP absorbance; 290,000 compounds, 0.52% hits; P51452; in the data active = inhibition above about 50%; also: some compounds called inactive have numbers as strong as hits
Target sequence (P51452 whole entry, looked up): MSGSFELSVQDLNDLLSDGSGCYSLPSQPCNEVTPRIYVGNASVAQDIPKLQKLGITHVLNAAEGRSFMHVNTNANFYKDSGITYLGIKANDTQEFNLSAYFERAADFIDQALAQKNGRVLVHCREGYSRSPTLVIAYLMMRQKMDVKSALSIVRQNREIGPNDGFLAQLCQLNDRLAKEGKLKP
Rv3671c inh – Rv3671c (M. tuberculosis) protease inhibition; 320,000 compounds, 0.048% hits; inhibition, % at 5.96 µM; AID 2606; in the data active = inhibition above about 38%;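 also: extracellular domain of Rv3671c used as enzyme; 0% = enzyme with DMSO and 100% = no enzyme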
Target sequence (P9WHR9 whole entry, looked up, the tested form may be a part): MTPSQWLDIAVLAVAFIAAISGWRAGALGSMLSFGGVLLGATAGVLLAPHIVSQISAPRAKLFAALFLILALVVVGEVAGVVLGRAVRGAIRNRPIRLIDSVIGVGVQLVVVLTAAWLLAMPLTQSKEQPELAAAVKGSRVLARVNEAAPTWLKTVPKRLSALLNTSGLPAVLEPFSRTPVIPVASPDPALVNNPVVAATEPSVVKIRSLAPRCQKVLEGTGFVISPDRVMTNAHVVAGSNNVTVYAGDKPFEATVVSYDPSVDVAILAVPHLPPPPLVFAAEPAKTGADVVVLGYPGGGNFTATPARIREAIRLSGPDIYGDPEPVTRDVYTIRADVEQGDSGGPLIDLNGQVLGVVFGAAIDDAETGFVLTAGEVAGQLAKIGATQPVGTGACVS
SARS 3CLpro inh – SARS-CoV 3CLpro protease inhibition; recombinant SARS-CoV 3CLpro, quenched FRET peptide cleavage; inhibition, % at 6 µM; 290,000 compounds, 0.14% hits; AID 1706; in the data active = inhibition above about 12%
PriA SSB inh – K. pneumoniae PriA-SSBct interaction inhibition | 430,000 compounds, 0.6% hits | AlphaScreen SSBct-PriA binding, biotinylated peptide | AID 1272365 | inhibition, % at 33 µM; in the data active = inhibition mostly above about 37%, no sharp cut-off; inactive = mostly below about 20%;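 also: plate controls were negative control peptide for no effect and reference peptide for full effect; strong numbers were not always called active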
PrPC TRFRET – inhibitors of human cell surface prion protein PrPC | 370,000 compounds, 0.43% hits | inhibition, % at 13.8 µM | TR-FRET read-out | P04156; in the data active = inhibition above about 24%; also: 0% = median of the test wells and 100% = reference compound wells
BoNT F protease – blocks Botulinum neurotoxin F light chain protease; Multiplex microsphere protease cleavage assay, flow cytometry; inhibition, % at 10 µM; 360,000 compounds, 0.22% hits; AID 588497; in the data active = inhibition above about 35%, passing the limit was not always enough; inconclusive = no clear call, values can overlap the other calls; also: plate controls were buffer without enzyme for full effect and enzyme alone for no effect
The depositor's hits bear a star; ? = inconclusive; . = no result given. Rule as the data show it, unless noted: active = inhibition above about 30%; inconclusive = no clear call, values can overlap the other calls; inactive = below that.

SMILES	BoNT-A LC inh2	MazEF act	Anthrax LF prot	CCHFV vOTU inh	DUSP3 inh	Rv3671c inh	SARS 3CLpro inh	PriA SSB inh	PrPC TRFRET	BoNT F protease
O=C(NCCc1ccccc1)/C(=N\O)c1ccccc1	0.0	11	-3	10	26	0	-1	.	9	-1
O=C(/C=C/c1ccccc1[N+](=O)[O-])N1CCN(c2ccccc2F)CC1	0.6	-5	2	1	-3	-13	3	14	-1	-1
CC1=CC(c2ccccc2)n2nnnc2N1 (centres undefined)	.	3	.	-8	-8	-1	-7	-9	3	.
CCC1=NN(C(=O)CCc2ccccc2)C(O)(C(F)(F)F)C1 (centres undefined)	-0.6	1	-4	5	1	-2	8	-18	1	-10
COc1cc2ccccc2cc1C(=O)N/N=C/c1ccc2c(c1)OCO2	1.4	-2	-2	5	30	.	-4	.	1	9
O=c1c2c(nc3c(-c4ccc(Cl)cc4)c[nH]n13)CCCC2	-0.7	-5	-4	0	18	-3	-5	-4	2	-18
CCOC(=O)C1=C(C)Nc2ccccc2N/C1=N\S(=O)(=O)c1cccc(Cl)c1	1.3	2	-3	24	.	5	.	.	0	11
O=C(NCc1ccccc1)c1cncc(Br)c1	0.6	10	1	9	-5	9	1	-22	2	5
Cc1ccc(OCCCC(=O)N(C)CC(=O)Nc2c(C)cccc2C)cc1	0.1	-1	0	-4	.	.	.	.	8	1
CN(C)S(=O)(=O)c1ccc(Cl)c(NC(=O)COC(=O)CCSc2ccccc2)c1	0.7	0	-1	-9	38	5	2	-9	4	-2
CCOC(=O)c1c(N)n(Cc2ccco2)c2nc3ccccc3nc12	0.8	34	4	-285	19	-4	0	-6	-11	-9
COc1ccc(C(=O)NCCCNc2nc3cc(C)cc(C)c3cc2C#N)cc1	3.3	-8	2	-3	.	.	.	.	-14	3
Cc1occc1-c1nnc(SCC(=O)N2CCOCC2)n1CCc1ccccc1	0.3	-6	0	9	-1	11	1	-16	-6	2
CC(C)c1ccc(NC(=O)CNC(=O)Cn2cnc3ccccc3c2=O)cc1	0.4	1	-1	9	-20	5	-2	-17	3	-3
O=C(NCc1ccccn1)c1cccc(S(=O)(=O)Nc2ccc(SC(F)F)cc2)c1	0.6	-1	-6	21	.	-1	.	10	5	-2

Of the compounds above, these have four or more nitrogen atoms.
SMILES	BoNT-A LC inh2	MazEF act	Anthrax LF prot	CCHFV vOTU inh	DUSP3 inh	Rv3671c inh	SARS 3CLpro inh	PriA SSB inh	PrPC TRFRET	BoNT F protease
CC1=CC(c2ccccc2)n2nnnc2N1 (centres undefined)	.	3	.	-8	-8	-1	-7	-9	3	.
CCOC(=O)c1c(N)n(Cc2ccco2)c2nc3ccccc3nc12	0.8	34	4	-285	19	-4	0	-6	-11	-9
COc1ccc(C(=O)NCCCNc2nc3cc(C)cc(C)c3cc2C#N)cc1	3.3	-8	2	-3	.	.	.	.	-14	3
Cc1occc1-c1nnc(SCC(=O)N2CCOCC2)n1CCc1ccccc1	0.3	-6	0	9	-1	11	1	-16	-6	2
CC(C)c1ccc(NC(=O)CNC(=O)Cn2cnc3ccccc3c2=O)cc1	0.4	1	-1	9	-20	5	-2	-17	3	-3

Further results.
SMILES	BoNT-A LC inh2	MazEF act	Anthrax LF prot	CCHFV vOTU inh	DUSP3 inh	Rv3671c inh	SARS 3CLpro inh	PriA SSB inh	PrPC TRFRET	BoNT F protease
OC(c1ccccn1)C(O)c1ccccn1 (centres undefined)	-0.8	14	-6	-10	.	.	.	-7	0	-4
Clc1ccc(CSc2snnc2-c2ccccc2)c(Cl)c1	?	-6	?	4	7	-4	-1	-49	-5	?
N=c1c2c(ncn1Cc1ccco1)Oc1ccc3ccccc3c1C2c1ccccc1 (centres undefined)	-0.7	-17	-2	3	3	-148	-7	35	21	5
CCCCC[C@@H](C)N1C[C@H](COCc2ccccc2)Oc2cc(N3CC[C@H](O)C3)ccc2S1(=O)=O	-0.5	.	-14	26	.	.	.	.	6	-2
Cc1ccccc1-n1nnnc1SCC(=O)c1c(N)n(C)c(=O)n(C)c1=O	1.1	12	3	1	44	-10	0	-1	3	-3
CC(NC(=O)CSc1ncccn1)c1ccc2c(c1)OCO2 (centres undefined)	0.3	1	-2	8	.	-5	.	-4	6	-6
Cc1ccc(C(=O)C(C)OC(=O)C2CC(=O)N(C3CCCCC3)C2)cc1 (centres undefined)	-0.3	-8	-7	-3	24	1	1	1	2	-4
COc1ccccc1NC(=O)c1ccc(NC(=O)CSc2ncn[nH]2)cc1	0.0	9	0	-6	-23	0	2	-6	1	-4
CC(=O)c1cccc(NC(=S)NC2CC2)c1	-0.5	0	1	-15	18	-11	5	-16	5	-5
CCCOc1ccc(C(=O)c2nc3c(n2O)CCCC3)cc1	1.4	3	3	10	20	1	2	-14	-5	0
O=C(CN1C(=O)NC2(CCCCC2)C1=O)N1CCN(S(=O)(=O)c2ccc(F)c(F)c2F)CC1	-0.5	-2	?	2	.	.	.	-7	-3	-3
COc1cc(S(=O)(=O)N(Cc2ccccc2)CC2CCCO2)ccc1-n1cnnn1 (centres undefined)	-1.0	8	-3	3	43	-2	-1	-2	0	0
CC(=O)c1ccc(NC(=O)c2cnn3ccccc23)cc1	-1.2	4	-1	1	17	-3	4	-8	-2	2
CCc1nc2ccc(C(=O)Nc3cccc(NS(C)(=O)=O)c3)cn2c1N(C=O)CCC(C)C	-1.3	.	-1	-2	.	.	.	.	5	-1
Brc1cccc(-c2nnc3n2CCC3)c1	0.9	2	0	7	18	6	3	-16	2	-4
Cc1cc(C(=O)N/N=C/c2ccc3ccccc3c2)n[nH]1	-2.0	-6	0	5	-9	.	-4	.	-5	-4
CC(=O)N1CCN(Cc2nc3cc(NC(=O)Cn4nc(C)c5ccccc5c4=O)ccc3n2C)CC1	-0.1	-19	-1	-14	-20	-5	0	4	3	-7
COc1cccc(CN2CCNC(=O)C2CC(=O)N(C)C2CCOCC2)c1OC (centres undefined)	3.2	3	5	10	23	-4	-3	-18	2	8
CC(=O)c1sc(NS(=O)(=O)c2ccc(C)cc2)nc1-c1ccccc1	-0.3	-7	-6	24	12	-7	5	-2	-6	3
COc1ccccc1C(=O)Nc1cccc(C(=O)N2CCOCC2)c1	1.2	-5	1	7	37	-6	3	-7	1	-3
O=c1c2cc(N3CCOCC3)ccc2[nH]c(=S)n1Cc1ccc(Cl)cc1	0.7	3	1	-3	28	7	7	-10	6	2
O=C(Cc1ccccc1)N1CCC(O)(c2cccnc2)CC1	-0.3	6	-3	21	0	-5	5	-20	7	-2
COc1cc(C)c(NC(=S)Nc2cccc(Cl)c2)cc1OC	0.2	5	-1	13	-1	6	8	-6	4	-12
NS(=O)(=O)c1ccc(NNC(=O)c2sccc2Cl)cc1	-1.5	8	?	9	-16	1	-6	-2	-1	32
COC(=O)N(C)C[C@@H]1OCc2cnnn2CCCC(=O)N([C@@H](C)CO)C[C@@H]1C	-0.7	6	-7	2	.	.	.	.	5	-4
O=C(Nc1nc2cc3c(cc2s1)OCO3)c1ccco1	-0.8	-5	-4	-1	-9	.	2	-11	2	-1
Cc1cccc(NC(=O)c2ccc(S(=O)(=O)NCc3cccnc3)cc2)c1C	1.0	7	7	-1	24	4	0	7	6	-21
Nc1nnc(SCCOc2ccc(Br)cc2)s1	1.7	2	1	6	10	4	6	4	12	-14
Cc1cc(NC(=O)COC(=O)COc2ccc(Cl)c(C)c2)no1	0.3	-4	-5	-4	.	.	.	.	5	5
COc1ccccc1NC(=O)N(Cc1ccco1)Cc1cc2cccc(C)c2[nH]c1=O	-0.4	-7	-3	0	17	4	-4	13	-1	-1

Reprinted from the part before: 4 compounds; new compounds follow.
SMILES	BoNT-A LC inh2	MazEF act	Anthrax LF prot	CCHFV vOTU inh	DUSP3 inh	Rv3671c inh	SARS 3CLpro inh	PriA SSB inh	PrPC TRFRET	BoNT F protease
Cc1cccc(NC(=O)c2ccc(S(=O)(=O)NCc3cccnc3)cc2)c1C	1.0	7	7	-1	24	4	0	7	6	-21
Nc1nnc(SCCOc2ccc(Br)cc2)s1	1.7	2	1	6	10	4	6	4	12	-14
Cc1cc(NC(=O)COC(=O)COc2ccc(Cl)c(C)c2)no1	0.3	-4	-5	-4	.	.	.	.	5	5
COc1ccccc1NC(=O)N(Cc1ccco1)Cc1cc2cccc(C)c2[nH]c1=O	-0.4	-7	-3	0	17	4	-4	13	-1	-1
Cc1ccc(NC(=O)C2C(=O)N(CCO)C3(C)CC2c2ccccc2O3)cc1 (centres undefined)	0.1	-3	-1	-1	9	0	-3	-9	1	-1
CCCCC(CCC(=O)Nc1cc([N+](=O)[O-])ccc1O)C(=O)O (centres undefined)	-1.1	3	-2	9	29	-4	1	-14	-5	-5
CC(OC(=O)c1ccccc1)C(=O)NCCC1=CCCCC1 (centres undefined)	-0.1	14	-4	13	18	3	-2	2	7	-3
CCN(CC)c1ccc(-c2c(C#N)c(N)nc(OC)c2C#N)cc1	0.3	75*	-4	-14	10	-14	3	-6	10	2
CCOc1ccc(-c2nnc(-c3ccccc3)n2-c2ccccc2)cc1	-0.4	-6	-6	-2	-23	5	3	4	0	1
CC1(Oc2ccc(Cl)cc2)CCN(Cc2ccc(OC(F)(F)F)cc2)C1 (centres undefined)	-0.6	.	-1	-3	.	.	.	.	4	-2
c1ccc(-n2ncc3c(NCc4ccccn4)ncnc32)cc1	-1.3	-4	0	.	6	13	-6	-19	.	-2
Cc1cc(SCC(=O)N/N=C/c2ccc(O)cc2O)nc2ccccc12	2.4	8	-4	12	49	-25	-2	.	16	-10
CCCN(CCC)C(=O)CSc1nc2c(sc(=S)n2-c2ccc(OCC)cc2)c(=O)[nH]1	-1.0	3	-1	-9	8	-2	1	14	7	-3
COc1cc(NC(=O)c2ccc([N+](=O)[O-])cc2)c(OC)cc1NC(=O)CC(C)C	0.1	8	1	1	-1	2	6	-8	-10	-6
COc1ccc(C(=O)Nc2cccc(/C=C(/CCC(=O)O)c3nc4ccccc4s3)c2)cc1	0.4	-16	-6	19	.	.	.	-9	-6	-3
c1ccc(OCCNc2nc(NCC3CC3)nc3ccsc23)cc1	-0.4	.	-5	4	.	.	.	.	12	-7
O=S1(=O)CC(N2CC=CC2)CN1Cc1cn(Cc2ccc(F)cc2)nn1 (centres undefined)	1.0	.	-7	12	.	.	.	.	11	7
O=C(Oc1ccccc1)N(c1ccccc1)c1ccccc1	.	7	.	5	22	5	5	1	-2	.
O=C1NC[C@@H](CCCCN2CCN(Cc3ccccc3)C(=O)C2=O)N(Cc2ccccc2)C1=O	0.0	.	-8	2	.	.	.	.	7	-3

Compound activity as filed in PubChem BioAssay.

Some of the compounds tested; count on the stated rates, not on these rows.
